Assay outcomes: PubChem BioAssay, National Center for Advancing Translational Sciences (NCATS)
FLuc inh: Firefly luciferase inhibition profiling of diverse chemical library using quantitative high-throughput screening | actives 2.5% (n = 76,000) | Potency, µM (doses to about 115 µM), for inactives: top-dose activity change, negative = inhibition, most hits filed as inhibitors | Luciferin 4-monooxygenase (Photinus pyralis), P08659 | AID 1347043, 2019 | purified P. pyralis luciferase, luminescence, biochemical; also: potency is read from the fitted curve at half-maximal effect; nearly all actives have a fitted effect of over 65% in size
Target sequence (P08659 whole entry, looked up): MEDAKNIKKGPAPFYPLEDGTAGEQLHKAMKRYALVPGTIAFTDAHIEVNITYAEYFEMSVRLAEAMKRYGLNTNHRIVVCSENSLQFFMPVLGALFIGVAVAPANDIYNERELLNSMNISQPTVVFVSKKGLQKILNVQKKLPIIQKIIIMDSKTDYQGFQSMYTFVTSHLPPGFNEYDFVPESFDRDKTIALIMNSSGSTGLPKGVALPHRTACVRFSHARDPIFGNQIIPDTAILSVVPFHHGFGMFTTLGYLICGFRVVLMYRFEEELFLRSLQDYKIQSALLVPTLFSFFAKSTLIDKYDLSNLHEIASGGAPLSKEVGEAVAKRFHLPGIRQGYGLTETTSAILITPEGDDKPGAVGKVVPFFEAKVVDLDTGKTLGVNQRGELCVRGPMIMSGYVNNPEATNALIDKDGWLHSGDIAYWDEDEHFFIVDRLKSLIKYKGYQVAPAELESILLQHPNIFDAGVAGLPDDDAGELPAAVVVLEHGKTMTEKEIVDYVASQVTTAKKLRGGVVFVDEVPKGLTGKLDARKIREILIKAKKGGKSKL
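Luminescence read by CCD imager after adding enzyme (10nM final) to wells holding compound, titrated in qHTS. Substrates 10uM each D-luciferin and ATP; buffer 50mM Tris acetate pH 7.5, 10mM Mg acetate, Tween-20, BSA.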
SNCA expr inhib: Primary qHTS assay for inhibitors of alpha-synuclein gene (SNCA) expression. HEK-293 SNCA-luciferase knock-in, luminescence, 24 h. Potency, µM (top dose mostly 57.2 µM), without a hit: top-dose activity change, negative = inhibition, most hits filed as inhibitors. actives 0.17% (n = 140,000);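 also: potency is read from the fitted curve at half-maximal effect; plate controls were DMSO cells for no effect and cell-free wells for full effect; nearly all actives have a fitted effect of over 45% in size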
IP6K1 inhibitor: Primary qHTS assay for small molecule inhibitors of Inositol hexaphosphate kinase 1 (IP6K1) | Inositol hexakisphosphate kinase 1 (Homo sapiens), Q92551 | IP6K1 kinase, ADP-Glo luminescence, 2 h; stronger effect = lower value | activity change, % (series mostly up to about 58 µM) | actives 0.81% (n = 140,000); in the data active = activity change below about -25%
Target sequence (Q92551 whole entry, looked up): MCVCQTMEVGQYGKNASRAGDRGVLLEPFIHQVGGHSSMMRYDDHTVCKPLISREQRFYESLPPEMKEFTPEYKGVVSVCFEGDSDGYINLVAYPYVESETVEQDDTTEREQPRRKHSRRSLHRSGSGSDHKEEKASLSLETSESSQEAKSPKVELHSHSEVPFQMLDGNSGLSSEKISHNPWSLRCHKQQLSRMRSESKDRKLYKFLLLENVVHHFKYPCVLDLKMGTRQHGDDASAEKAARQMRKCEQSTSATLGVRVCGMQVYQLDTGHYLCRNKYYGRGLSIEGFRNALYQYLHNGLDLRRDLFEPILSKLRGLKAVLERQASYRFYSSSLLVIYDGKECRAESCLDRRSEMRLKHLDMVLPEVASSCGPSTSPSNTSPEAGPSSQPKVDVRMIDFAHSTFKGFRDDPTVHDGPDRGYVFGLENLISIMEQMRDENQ
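ADP-Glo luminescence measures ADP made by human IP6K1 during a 2 h RT reaction with ATP/IP6 (mix at 1.3 mM/130 uM); top library doses 57.5 and 19.1 uM final.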
SNCA viab count: GF-AFC viability counterscreen for inhibitors of alpha-synuclein gene (SNCA) expression; Potency, µM (doses to about 57.1 µM), inactives show top-dose activity change, negative = cytotoxicity, hits mostly cytotoxic; AID 1671193, 2021; HEK-293-SNCA-luc viability, GF-AFC fluorescence, 24 h; actives 0.12% (n = 150,000);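 also: potency is read from the fitted curve at half-maximal effect; 0% = DMSO-treated cells and -100% = medium-only wells without cells; nearly all actives have a fitted effect of over 30% in size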
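HEK-293-SNCA-luc cells (1500/well) plated 24 h, then exposed 24 h to a dilution series; GF-AFC added 30 min at 37C, fluorescence 405/540 nm; normalised to medium-only and DMSO wells, Hill fit.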
GPT2 inh: Primary qHTS assay for inhibitors of Glutamate pyruvate transaminase 2 (GPT2); Alanine aminotransferase 2 (Homo sapiens), Q8TD30; Recombinant GPT2, coupled pyruvate oxidase/HRP Amplex Red fluorescence; Potency, µM (top dose mostly 57.7 µM), for inactives: at the highest dose activity change, negative = inhibition, most hits filed as inhibitors; actives 0.25% (n = 100,000); AID 1671188, 2021; also: potency is read from the fitted curve at half-maximal effect; nearly all actives have a fitted effect of over 60% in size; many of its hits are not listed in these tables
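GPT2 10ng/uL, a-KG 250uM, L-Ala 2mM, HEPES pH7.5 + 0.0001% Tween; 30 min RT. Then Amplex mix (PO/HRP/ThPP), 30 min RT dark, fluorescence. AOA 50uM used as positive control.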
HEK cytotox: Cytotoxic Profiling in HEK 293 Cell Line of Diverse Libraries Using Quantitative High-Throughput Screening | HEK 293 viability, ATP luminescence (CellTiter-Glo), 48-72 h | Potency, µM (top dose mostly 115 µM), inactives show top-dose activity change, negative = cytotoxicity, most hits filed as inhibitors | actives 6.6% (n = 94,000) | AID 1345083, 2018; also: potency is read from the fitted curve at half-maximal effect; nearly all actives have a fitted effect of over 60% in size
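250 HEK 293 cells/well; compound by pintool; incubated 48 or 72 hr at 37 degree Celsius; CellTiter-Glo added, 10 min RT, luminescence imaged.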
NIH3T3 tox: Cytotoxic Profiling in NIH 3T3 Cell Line of Diverse Libraries Using Quantitative High-Throughput Screening. NIH 3T3 viability, CellTiter-Glo ATP luminescence, 48-72 h. actives 4.3% (n = 94,000). AID 1345082, 2018. Potency, µM (doses to about 96.7 µM), without a hit: at the top dose activity change, negative = cytotoxicity, most hits filed as inhibitors; also: potency is read from the fitted curve at half-maximal effect; nearly all actives have a fitted effect of over 55% in size
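ATP-dependent luminescence (CellTiter-Glo) served as the viability signal for NIH 3T3 cells treated with compound for 48 or 72 hr at 37 °C.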
The depositor's hits bear a star; i = inactive; ? = inconclusive; / = not tested or not shown; [ ] = remark or other dose. Unless noted, calls follow the shape of the dose curve; as a rule, active = well fitted curve in the direction sought with a large enough effect; inconclusive = small, poorly fitted or top-dose-only effect, or another doubt; inactive = no such curve, though single readings can be large; an effect the other way counts as inactive or inconclusive. Unless noted, % is scaled to controls: 0 for no effect and ±100 for the full control effect. These rows are one share of the data; count on the stated rates, not on these rows.

SMILES	FLuc inh	SNCA expr inhib	IP6K1 inhibitor	SNCA viab count	GPT2 inh	HEK cytotox	NIH3T3 tox
COC[C@@H]1CN(Cc2ccc(Br)o2)C[C@H]1C(=O)NC1CC1	8%	-17%	19	0%	i	-6%	-2%
Cc1ccc(C)c(NC(=O)N2CCC(n3cnnc3C3CC3)C2)c1 (stereo unspecified)	-5%	1%	-11	8%	i	-5%	-1%
Cc1ccc(C(=O)N2CCCCCCn3c(nnc3-c3ccc(F)cc3)CC2)cn1	0%	-17%	4	0%	1%	-2%	-19%
CC1CCCC2(C1)OCC(C(=O)NCc1ccccc1)N2C(=O)c1ccccc1F (stereo unspecified)	-7%	2%	23	-4%	i	?	?
Cn1c(=O)c2c(-c3ccc(Br)cc3)n(Cc3ccc(F)cc3)cc2n(C)c1=O	/	?	-12	-23%	/	/	/
Cc1cccc(-n2ncc3c(N4CCCC(C)C4)ncnc32)c1 (stereo unspecified)	/	4µM*	-6	5%	/	/	/
COc1ccc(NC(=O)C2(C)CN(C)Cc3ccc(NCc4ccccc4)nc32)cc1 (stereo unspecified)	-3%[172 µM]	3%[87.6 µM]	5	-3%[87.6 µM]	1%[88.5 µM]	?	45µM*
Cc1cccc(-n2nc(C)c(CCC(=O)N3CCSCC3)c2Oc2ccccc2)c1	-4%	-27%	4	-28%	i	45µM*	?
Cc1ccc(-n2nc(-c3c(C)nc4scc(CC(=O)NCc5ccccc5)n4c3=O)cc2C)cc1	-11%	-2%	-5	5%	i	?	?
Cc1ccc2oc([C@H]3CCN(Cc4cccs4)C3)nc2c1	10µM*	18%[87.6 µM]	11	0%[87.6 µM]	0%[88.5 µM]	100µM*	?
COc1ccc(NC(=O)c2cc3n(n2)CC(c2ccc(Cl)cc2)OC3)cc1Cl (stereo unspecified)	-6%	-10%	-7	-15%	i	?	?
CC(C)OCCCNC(=O)c1cc(C2CC2)nc2onc(C3CCCN3)c12 (stereo unspecified)	/	-2%	5	4%	i	-7%	-3%
Cc1cccc(C)c1-n1ncc(C(=O)O)c1C1CCN(C(=O)OC(C)(C)C)CC1	/	-9%	8	-5%	/	/	/
COc1ccc(CC(=O)NC(C)C(=O)N2CCN(c3ccccn3)CC2)cc1Cl (stereo unspecified)	0%	-7%	0	6%	-14%	-8%	-4%
CN(Cc1cccnc1)c1nc2c(c(=O)[nH]1)CCN(Cc1ccc(F)cc1Cl)CC2	1%	-26%	0	-8%	i	?	?

In another format: results already given.
Values run as follows: FLuc inh | SNCA expr inhib | IP6K1 inhibitor | SNCA viab count | GPT2 inh | HEK cytotox | NIH3T3 tox
CN(Cc1cccnc1)c1nc2c(c(=O)[nH]1)CCN(Cc1ccc(F)cc1Cl)CC2
    1% | -26% | 0 | -8% | i | ? | ?
COC[C@@H]1CN(Cc2ccc(Br)o2)C[C@H]1C(=O)NC1CC1
    8% | -17% | 19 | 0% | i | -6% | -2%
COc1ccc(NC(=O)C2(C)CN(C)Cc3ccc(NCc4ccccc4)nc32)cc1 (stereo unspecified)
    -3%[172 µM] | 3%[87.6 µM] | 5 | -3%[87.6 µM] | 1%[88.5 µM] | ? | 45µM*
COc1ccc(CC(=O)NC(C)C(=O)N2CCN(c3ccccn3)CC2)cc1Cl (stereo unspecified)
    0% | -7% | 0 | 6% | -14% | -8% | -4%
Cc1ccc(-n2nc(-c3c(C)nc4scc(CC(=O)NCc5ccccc5)n4c3=O)cc2C)cc1
    -11% | -2% | -5 | 5% | i | ? | ?

Part of the list above, reformatted.
Every second line gives: FLuc inh	SNCA expr inhib	IP6K1 inhibitor	SNCA viab count	GPT2 inh	HEK cytotox	NIH3T3 tox
Cn1c(=O)c2c(-c3ccc(Br)cc3)n(Cc3ccc(F)cc3)cc2n(C)c1=O
 : /	?	-12	-23%	/	/	/
Cc1cccc(C)c1-n1ncc(C(=O)O)c1C1CCN(C(=O)OC(C)(C)C)CC1
 : /	-9%	8	-5%	/	/	/

Next part.
SMILES	FLuc inh	SNCA expr inhib	IP6K1 inhibitor	SNCA viab count	GPT2 inh	HEK cytotox	NIH3T3 tox
CC(C)c1noc(-c2cn(C3CCCN(C(=O)c4ccc(F)cc4)C3)nn2)n1 (stereo unspecified)	2%	1%	5	-2%	i	?	-25%
CC1(C)OC2CC3C4CC(F)C5=CC(=O)C=CC5(C)C4C(O)CC3(C)[C@]2(C(=O)CO)O1 (stereo partly specified)	/	-25%	/	5%	-1%	/	/
Cc1ccc(C(=O)N2CCC(CCC(=O)NC3CCCCC3)CC2)cc1	?	43%[activator]	10	8%	i	?	?
CCCCc1nc2cc(C(=O)NCCNc3nc(C)cc(=O)[nH]3)ccc2o1	6%	-18%	-20	-2%	i	i	2%
O=C(O)C1(Oc2cccc(F)c2)CCN(Cc2ccc(CO)o2)CC1	9%	-4%	5	1%	4%	i	0%
Cc1noc(C)c1-c1cc2c(c(-c3ccccc3O)c1)C(=O)N(C)C2=O	-13%[172 µM]	6%[87.6 µM]	10	?	2%[88.5 µM]	-34%[172 µM]	?
O=C(NCCc1ccccc1)c1ccc2c(c1)N(Cc1ccc(F)cc1)C(=O)CS2	/	?	-16	?	/	/	/
C/C=C1\[C@H](O[C@@H]2O[C@H](CO)[C@@H](O)[C@H](O)[C@H]2O)OC=C(C(=O)OC)[C@H]1CC(=O)OC[C@H]1O[C@@H](OCCc2ccc(O)cc2)[C@H](O)[C@@H](O)[C@@H]1O	/	/	8	-13%[23.9 µM]	i	/	/
Cc1ccc(NC(=O)Cn2c(=O)n(CCc3ccccc3)c(=O)c3c4c(sc32)CCCC4)c(C)c1	/	1%	-8	2%	/	/	/
Cc1cc(C)cc(-n2ccnc2SCC(=O)Nc2nnc(C)s2)c1	/	?	-5	-16%	/	/	/
CCNC(=O)[C@@H]1C[C@H](NC(=O)CCc2ccccc2F)CN1C1CCCC1	0%	-7%	18	-13%	2%	?	-6%
CC(C)C1=CC2C(CC[C@]2(C)O)[C@](C)(O)CC1 (stereo partly specified)	/	/	-1	-29%	-5%	/	/
COc1cccc(C(=O)NC(=NCCc2c[nH]c3ccc(OC)cc23)Nc2nc(C)cc(C)n2)c1	/	-29%	-10	4%	/	/	/
CCc1noc(-c2cn(C3CCN(C(=O)c4cc(F)cc(F)c4)CC3)nn2)n1	0%	0%	17	-2%	i	-7%	-29%
CCN1CCC(N2CCC3(CC2)CN(c2ccncn2)CC3CO)CC1 (stereo unspecified)	-14%	10%	1	-3%	i	-11%	-34%
COC(=O)c1ccccc1NC(=O)c1cc2nc(-c3ccccc3)cc(-c3ccccc3)n2n1	/	-16%	-1	15%	/	/	/
CCNC(=O)N1CC2=CC(C)(C)COc3ccc(OC)c(c32)C1C(=O)OCC (stereo unspecified)	/	/	5	/	/	?	-17%
O=C1NC(C(=O)NCc2cccnc2Oc2ccccc2F)CO1 (stereo unspecified)	6%	9%	38	2%	?	-4%	-15%
COc1ccccc1C(=O)NC[C@@H]1C=C(C)[C@H](CC(=O)NCc2ccccn2)C[C@H]1C(C)C	-1%	-15%	-13	-4%	?	?	?
Cc1ccc(OCC(=O)N2CCC(Cc3nc(-c4ccc(F)cc4)no3)CC2)cc1	-6%	?	2	-13%	i	?	?
COc1ccc2oc(=O)c(C(=O)NCCc3c(C)[nH]c4c(C)cccc34)cc2c1	/	?	21	10%	/	/	/
COc1cc(=O)n2c(c1C(=O)N1CCN(c3cccc(C)c3)CC1)CCCC2	-2%	-19%	-11	-1%	i	3%	i
Cc1[nH]c2ccccc2c1C1(O)C(=O)N(Cc2ccccc2)c2ccc(Cl)cc21 (stereo unspecified)	/	?	9	?	/	/	/
O=C(NCCC1CCN(C(=O)Nc2ccc(F)cc2)CC1)c1ccc(F)cc1	?	12%	-9	1%	-8%	2%	-16%
CCC(C)NC(=O)Cn1c(=O)n(-c2ccc(Cl)c(Cl)c2)c(=O)c2c(C)c(C(=O)N(CC)CC)sc21 (stereo unspecified)	/	4%	-5	7%	/	/	/
O=C(c1ccc(Cl)cc1)N1CC2(CCN(C3CCCCC3)C2)Cc2ccccc21 (stereo unspecified)	/	-20%	-10	-27%	-8%	?	?
COc1cccc(CC(=O)NCCC2CCN(C(=O)Nc3cc(F)cc(F)c3)CC2)c1	-4%	-14%	-11	7%	-9%	-28%	?
O=c1oc2c3c(ccc2c2ccccc12)OCN(Cc1cccc(Cl)c1)C3	/	9%	5	-1%	/	/	/
COc1ccc(CN2C=C(C(=O)OCc3noc(-c4cccc(F)c4)n3)C(C)=NS2(=O)=O)cc1	-11%	-8%	0	-7%	i	-26%	-43%
CN(C)C(=O)c1cccnc1OC1CCN(C(=O)c2ccc(Br)o2)C1 (stereo unspecified)	2%	-11%	3	-5%	3%	?	-2%
Cc1ccc2[nH]c3c(=O)n(CC(=O)Nc4ccc(Br)cc4C)ncc3c2c1	/	-11%	5	4%	/	/	/
CSc1ccc(C2c3c(oc4cc(C)cc(C)c4c3=O)C(=O)N2CCO)cc1 (stereo unspecified)	/	20%	-3	-23%	/	/	/
CCOc1ccc(N2CC(NC(=O)c3ccc(S(=O)(=O)N4CCOCC4)cc3)CC2=O)cc1 (stereo unspecified)	/	11%	16	8%	/	/	/
O=C(CCCn1c(=O)c2cccn2c2ccc(F)cc21)NCc1ccc(Cl)cc1	/	27%	-12	7%	/	/	/
